S3 lipid droplet: qHTS Assay for Lipid Storage Modulators in Drosophila S3 Cells; Drosophila S3 cells, BODIPY lipid droplet fluorescence, 18-24 h; cells fed with added oleic acid; lipid storage change, negative = inhibition, % at the top dose, mostly 46.1 µM; hits show Potency in µM; 320,000 compounds, 0.64% hits; AID 2685; active = well fitted inhibition curve with a large enough effect in the signal ratio, with a control signal flat, not every such curve was filed as active; inconclusive = small, poorly fitted or top-dose-only effect, or effect the other way, or a change in a side signal; the % refers to the signal ratio
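Laser-scanning cytometry quantifies lipid droplet accumulation (500–530 nm total intensity; droplet/cell object ratio) in oleic acid-fed (400 uM added) Drosophila S3 cells treated with a concentration series. 20 uM Triacsin C defined 100% inhibition.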
S3 lipid droplet cell count max: second read-out of S3 lipid droplet, no call of its own (marks repeat the call); cell number change, %; measured here: cell count max response;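 cells counted by Cell Tracker Red CMTPX staining in the red channel; peak over a dose series mostly up to 46.1 µM; percent activity relative to internal control wells on each plate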
An asterisk follows results filed as active; i = inactive; ? = inconclusive; . = no result given; [ ] = remark or other dose. % is set by controls: 0 for no effect and ±100 for the full control effect; potency is the fitted concentration of half-maximal effect. Some of the compounds tested, so the mix of outcomes need not match the whole.

Structure	S3 lipid droplet	S3 lipid droplet cell count max
Cc1ccc(C)c2[nH]c(=O)c(CN(Cc3cccs3)C(=S)NCc3ccco3)cc12	11.1%	1.2
Cc1cc(NC(=O)c2cc(-c3ccccn3)nc3c(Cl)cccc23)no1	-14.8%	1.8
O=C(c1ccc2c(=O)n3c(nc2c1)CCCCC3)N1CCN(c2ccc(Cl)cc2)CC1	19.4%	13.5
Cc1onc(-c2ccccc2)c1C(=O)OCC(=O)NC(=O)c1ccccc1	?	.
Cc1ccc(/C=N/NC(=O)C2(O)c3ccccc3-c3ccccc32)o1	-5.4%	10.9
O=C(CNC(=O)c1cccc(F)c1)OCC(=O)N1CCCc2ccccc21	6.9%	23.4
CCn1c(CSc2nc(C)cc(C)n2)nnc1SCC(N)=O	7.0%	0.0
CC(=O)CC(=O)NC(=NC1CCCCC1)Nc1nc(C)cc(C)n1	?	.
COc1cc2c(cc1OC)C(C)N(C(=O)/C=C/c1cc(OC)c(OC)c(OC)c1)CC2 (stereo unspecified)	-2.7%	10.2
Cc1ccc(CN2CCN(/N=C/c3cccnc3)CC2)cc1	11.5%	11.5
O=C(NCc1ccco1)C(c1ccc(F)cc1)N(C(=O)Cc1cccs1)c1cccnc1 (stereo unspecified)	-1.8%	.
O=C(CC1NCCN(Cc2ccccc2)C1=O)Nc1ccc(Cl)cc1 (stereo unspecified)	?	.
COc1ccc(OC)c(C2C3CN(C(C)C)CC=C3C(C#N)=C(N)C2(C#N)C#N)c1 (stereo unspecified)	?	.
Fc1ccc(CNc2nc(-c3cccnc3)nc3ccccc23)cc1	?	.
O=C(Cc1ccccc1)NC(Nc1cccc2ccccc12)C(Cl)(Cl)Cl (stereo unspecified)	?	.
Cc1ccccc1NC(=O)NNC(=O)c1ccc2ccccc2c1	?	.
Oc1ccc(N2CCN(C(c3ccccn3)c3nnnn3C3CCCC3)CC2)cc1 (stereo unspecified)	10.2%	-2.7
O=C1NN(c2ccccc2)C(=O)/C1=C\c1ccccc1OCC(=O)N1CCOCC1	7.6%	-1.7
CCCOC(=O)c1ccc(Oc2c(-c3ccc(O)cc3O)n[nH]c2C)cc1	?	.
COc1ccc(COCC(O)CN2CCC(C(N)=O)CC2)cc1 (stereo unspecified)	?	.
O=[N+]([O-])c1ccc(CN2CCOCCOCCOCC2)cc1	9.6%	9.3
COc1ccc(N(C)S(=O)(=O)c2cccc(C(=O)N3CCN(Cc4ccc5c(c4)OCO5)CC3)c2)cc1	?	.
Cc1ccc2nc(NC(=O)CSCc3ccccc3)sc2c1	?	.
CCN1CCN(Cc2ccc(NC(=O)c3ccc(C)c(NC(=O)c4ccnnc4)c3)cc2C(F)(F)F)CC1	15.2%	.
O=C(COC(=O)c1ccc(Br)o1)NCC1CCCO1 (stereo unspecified)	?	.
O=C(O)c1cc(-c2ccccc2Cl)n(-c2ccccc2)n1	3.9%	19.7
Cc1ccc(NC(=O)Nc2c(C)n(C)n(-c3ccccc3)c2=O)cc1	10.8%	4.8
CCn1c(Nc2ccccc2Cl)nc2ccccc21	?	.
O=C(N/N=C/c1ccc(-c2cccc([N+](=O)[O-])c2)o1)c1ccc([N+](=O)[O-])cc1	i	.
CC(C)(O)C#Cc1ccc(CN2CCN(Cc3ccccc3)C(CCO)C2)s1 (stereo unspecified)	9.0%	17.8
Cc1cccc(OCc2nnc(SCC(=O)OC3CCCCC3)o2)c1	?	.
CCCCN(C)C(=O)C1CCCN(S(=O)(=O)c2ccc3c(c2)CC(C)N3C(=O)C2CC2)C1 (stereo unspecified)	i	11.9
O=C(c1ccc(Cl)cc1)C1CCN(C(=O)c2ccccc2)CC1	20.5%	4.8
COc1ccc([C@]23Cc4cc(C#N)ccc4[C@H](O2)c2c(cc(C)n(Cc4ccccc4)c2=O)O3)cc1	-16.1%[9.22 µM]	-0.6
O=C(c1ccc2c(c1)OCO2)N1CCC(Cc2ccccc2)CC1	6.9%	16.5
O=C(NC1CC1)c1ccc(S(=O)(=O)NC2CCCCCC2)cc1	8.8%	-22.8
Cc1onc(-c2c(Cl)cccc2Cl)c1C(=O)N1C=CC(C(F)(F)F)=NCC1	18.4%	-52.6
O=C(NC(Cc1ccccc1)C(=O)O)c1ccc(S(=O)(=O)N2CCCCC2)cc1 (stereo unspecified)	?	.
Cc1nc(N2CCC(C(N)=O)CC2)c2nnn(Cc3ccccc3)c2n1	?	.
Cc1ccccc1-c1nc2cc(Cl)ccc2c(=O)o1	-9.2%	16.4
CCCCC(Br)C(=O)Nc1ccc(S(=O)(=O)Nc2cc(C)nc(C)n2)cc1 (stereo unspecified)	?	.
COCC1CCN(C(=O)c2ccc3oc(CCCc4ccccc4)nc3c2)C1 (stereo unspecified)	-26.4%	6.2
CCOc1ccc(NC(=O)CSc2nnc(C)n2C2CC2)cc1S(=O)(=O)N1CCCC1	?	.
Cc1oc(C(C)(C)C)cc1C(=O)N1CCN(c2ncccc2C(F)(F)F)CC1	-14.2%	-3.1
Cc1sc2nc(CN3CCOCC3)[nH]c(=S)c2c1C	?	.
CC(C)(C)OC(=O)CNC(=O)c1nc[nH]c1C(=O)N1CCNCC1	?	.
N#Cc1cc2c(=O)n3ccccc3nc2n(Cc2ccco2)c1=NC(=O)c1ccco1	?	.
OC(CN1CCc2ccccc2C1)c1ccccc1 (stereo unspecified)	?	.
CC(=O)c1ccc(Sc2ccccc2N)c([N+](=O)[O-])c1	?	.
c1cncc(-c2nn[nH]n2)c1	?	.
Cn1cc(CN2CCC(n3nccc3NC(=O)Cc3ccccc3)CC2)cn1	-11.7%	-3.1
COc1cc(/C=C2\SC(=Nc3cccnc3)NC2=O)cc(OC)c1OC	?	.
CC(C)Cc1nc(N2CCN(C(=O)c3ccco3)CC2)c(C#N)c2c1CCC2	11.6%	.
O=C(Cn1c(COc2ccccc2)nc2ccccc21)Nc1cccc(Cl)c1	?	.
CCCCCc1ccc(S(=O)(=O)Nc2cc(C)ccn2)cc1	6.3%	1.8
CN1CCN(S(=O)(=O)c2cccc(S(=O)(=O)c3ccc(Cl)cc3)c2)CC1	?	.
COc1cc(C2/C(=C(\O)c3ccc4c(c3)CC(C)O4)C(=O)C(=O)N2c2nnc(C)s2)cc(OC)c1OC (stereo unspecified)	-22.2%	.
CCOc1ccc(CNCc2ccccc2Cl)cc1	?	.
CCN1C(=O)[C@H]2[C@@H](c3ccc(-c4ccc(OC)cc4)c(OC)c3)N[C@@](C)(C(=O)OC)[C@H]2C1=O	?	.
O=C(Nc1ccc(Cl)cc1Cl)c1ccc2ncsc2c1	0.1%	-19.5

(cont.)
Structure	S3 lipid droplet	S3 lipid droplet cell count max
COc1ccccc1C1CCN(Cc2ccc3ccccc3c2)CC1	?	.
O=C(c1cn(-c2ccccc2)nc1-c1cccnc1)N1CCCC(C(F)(F)F)C1 (stereo unspecified)	?	.
Cc1ccc(CNC(=O)CCCN2C(=S)NC(C)(C)CC2C)cc1 (stereo unspecified)	?	.
COc1ccccc1N1CC(C(=O)OCc2nc(N)nc(Nc3ccccc3)n2)CC1=O (stereo unspecified)	?	.
CN(C(=O)COc1ccc(Oc2ccccc2)cc1)C1CCS(=O)(=O)C1 (stereo unspecified)	?	.
Clc1ccccc1/C=N/Nc1cc(N2CCOCC2)ncn1	?	.
CC1=C(C(=O)Nc2ccccc2)C(c2ccccn2)n2nc(CCCO)nc2N1 (stereo unspecified)	i	.
CCOC(=O)N1CCN(C(=O)c2ccc3c(c2)NC(=O)/C(=C/c2ccccc2)S3)CC1	?	.
Cc1cccc(C)c1NC(=O)NNC(=O)c1cc(C(C)(C)C)nn1Cc1ccccc1	8.3%	12.2
Cc1cccc(/C=c2\s/c(=C\C(=O)C(C)(C)C)[nH]c2=O)c1	i	.
CCCC(c1nnnn1Cc1ccco1)N1CCC(C(N)=O)CC1 (stereo unspecified)	?	.
CC(C)(C)n1nc2c(c1NC(=O)Cc1ccc(F)cc1)CS(=O)(=O)C2	?	.
COc1ccc(-c2nn(-c3ccccc3)cc2/C=C/C(=O)O)cc1[N+](=O)[O-]	?	.
CSc1ccc(S(=O)(=O)N2CCC(C(=O)NCCCn3ccnc3)CC2)cc1	-5.9%	.
COC(=O)c1cc(NC(=O)COC(=O)CCc2c[nH]c3ccccc23)cc(C(=O)OC)c1	?	.

Rewritten field by field: part of the list above.
Compound: Cc1cc(NC(=O)c2cc(-c3ccccn3)nc3c(Cl)cccc23)no1
- S3 lipid droplet: -14.8%
- S3 lipid droplet cell count max: 1.8
Compound: O=C(c1ccc2c(=O)n3c(nc2c1)CCCCC3)N1CCN(c2ccc(Cl)cc2)CC1
- S3 lipid droplet: 19.4%
- S3 lipid droplet cell count max: 13.5

The listing picks up with the three entries that preceded the break.
Structure	S3 lipid droplet	S3 lipid droplet cell count max
COc1ccc(-c2nn(-c3ccccc3)cc2/C=C/C(=O)O)cc1[N+](=O)[O-]	?	.
CSc1ccc(S(=O)(=O)N2CCC(C(=O)NCCCn3ccnc3)CC2)cc1	-5.9%	.
COC(=O)c1cc(NC(=O)COC(=O)CCc2c[nH]c3ccccc23)cc(C(=O)OC)c1	?	.
CCCCn1c(N)c(N(CC)C(=O)C2COc3ccccc3O2)c(=O)[nH]c1=O (stereo unspecified)	?	.
Cc1cc(NC(=S)N(CCN2CCCCC2)Cc2ccco2)ccc1Cl	i	.
COc1cc(/C=C/C(=O)NCCN2CCOCC2)cc(OC)c1OC	i	7.1
COc1ccc(C(C)C)cc1S(=O)(=O)n1ccnc1C	5.5%	12.9
Cc1c(C(=O)O)sc2nc3n(c(=O)c12)CCC(C)CC3 (stereo unspecified)	0.7%	10.2
CC(=O)N/C(=C\c1ccc(F)cc1)C(=O)N(C)C	?	.
COc1ccc(S(=O)(=O)N2CCOCC2)cc1NC(=O)c1cc2ccccc2o1	?	.
C=CCN(CC=C)S(=O)(=O)c1ccc(NC(=S)NC(=O)c2ccc(-c3ccccc3)cc2)cc1	?	.
CCC1=Nc2cc(C(=O)O)ccc2Sc2ccccc21	-2.4%	9.1
O=C1c2ccccc2C(=O)c2c1cccc2N(CCO)CCO	?	.
O=c1oc2ccccc2cc1-c1nc2c(s1)CCc1ccccc1-2	?	.
CCn1nc(NS(=O)(=O)c2ccc(F)cc2)c2cc3cccc(C)c3nc21	i	-26.3
O=C(Cc1ccc(F)cc1)Nc1ccccc1Sc1ccccc1	10.3%	0.9
CCOc1ccccc1N(CC(=O)NCc1ccc(OC)cc1)S(C)(=O)=O	10.5%	9.2
O=C(COC(=O)COc1ccc(Cl)cc1)Nc1ccc2c(c1)OCCO2	?	.
O=C(Nc1cccc(F)c1)N1C2CCC1CC(O)(c1cccnc1)C2 (stereo unspecified)	4.7%	-1.1
O=c1ccnc(S/C=C/c2ccccc2)[nH]1	?	.
COc1ccc(/C(O)=C2/C(=O)C(=O)N(c3nc(C)c(C)s3)C2c2ccco2)cc1 (stereo unspecified)	?	.
Cc1nc(-c2cccc(NS(=O)(=O)c3ccc4ccccc4c3)c2)cs1	i	12.8
CC1CCN(C(=O)CCNS(=O)(=O)c2ccc(Cl)cc2)CC1	?	.
O=C(Nc1cc(S(=O)(=O)N2CCOCC2)ccc1N1CCCC1)c1ccc(F)cc1	29.2%	-18.6
O=C(NCc1ccccc1)c1onc(CS(=O)(=O)c2ccc(Cl)cc2)c1C(=O)NCc1ccccc1	2.4%	-0.7
CCOC(=O)c1cc([N+](=O)[O-])c([N+](=O)[O-])cc1NC(C)=O	3.4%	-1.6
O=C(COc1ccc(S(=O)(=O)NC2CCCCC2)cc1Cl)NCC1CCCO1 (stereo unspecified)	?	.
Cc1ccc(-c2csc(NC(=O)c3ccccc3F)c2C(=O)O)cc1	?	.
Cc1cc(/C=N/n2cnnc2)c(C)n1-c1ccc(Cl)cc1Cl	?	.
Cc1noc(C)c1CSc1ccc(Br)cc1	i	-26.3
CN(C)S(=O)(=O)N1CCc2ccc(NC(=O)c3ccc(C(F)(F)F)cc3)cc2C1	?	.
CCc1nc(SCC(=O)NCc2ccco2)c2c3c(sc2n1)CCCC3	i	.
COc1ccc(Oc2nc(C)nc3c2oc2ccccc23)cc1	?	.
O=C(O)CC(c1ccc(Cl)cc1)N1Cc2ccccc2C1=O (stereo unspecified)	-2.5%	-16.6
O=C(CCNC(=O)c1ccc([N+](=O)[O-])cc1)Nc1cccc(S(=O)(=O)N2CCCCC2)c1	-10.6%	-8.7
CC(Oc1cccc2cccnc12)C(=O)N/N=C/c1ccccc1 (stereo unspecified)	-2.5%	-16.4
CCC1=NN(C(=O)Cc2ccccc2)C(O)(c2ccncc2)C1 (stereo unspecified)	-25.2%	9.6
Cc1cc(NC(=S)NC(=O)/C=C/c2ccc(S(=O)(=O)N3CCOCC3)cc2)ccc1Br	?	.
Cc1csc(NC(=O)c2ccccc2[N+](=O)[O-])n1	1.1%	16.1
O=C(N/N=C/c1cccnc1)c1ccc2c(c1)OCCO2	-2.4%	-15.2
O=C(O)CCC(=O)Nc1ccc(OCC2CCCO2)cc1 (stereo unspecified)	-2.2%	20.5
CN1C(=O)CSc2ccc(NC(=O)N3CCC(N4CCCCC4)CC3)cc21	?	.
Cc1ccc(OCc2cc(C(=O)NC3CCc4ccccc43)no2)cn1 (stereo unspecified)	i	-26.6
